High-throughput results (PubChem)
RGS4 act: RGS4 potentiation or activation; B-score at 10 µM; HEK293 M3R/inducible RGS4, carbachol calcium flux Fluo4; stronger effect = lower value; 310,000 compounds, 0.92% hits;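 active means B-score of the integrated calcium signal more than 4 SD below the library mean, with starting fluorescence not abnormally high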;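 further: negative B-score means reduced calcium response which marks RGS4 activation or potentiation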
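Material: M3R-expressing HEK293 line, RGS4 induced by doxycycline | Schedule: Overnight RGS4 induction, 30 min dye load 37 °C, 20 min compound RT | Measured by: Fluo4 fluorescence kinetic imaging of calcium | Read-out: Integrated calcium ratio converted to B score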
HIF activator: HIF pathway transcriptional activation | activation, % at 7.5 µM (by protocol) | U2OS HRE-luciferase reporter, luminescence; normalized: DMSO 0%, desferrioxamine 100% | 300,000 compounds, 0.32% hits;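 active means mean activation of at least 10% of the iron chelator positive control signal, with at least half of replicates also reaching 10%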
TRPC6 act: activators of mouse TRPC6 channel; Q61143; HEK293-TRPC6 membrane potential dye fluorescence; stronger effect = higher value; B-score at 10 µM; 310,000 compounds, 0.13% hits; AID 2550;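 active means B-score of the integrated fluorescence ratio above library mean plus 3 SD, and starting fluorescence ratio within library mean plus 5 SD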;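 further: higher score means more depolarization so channel activation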
Target sequence (Q61143 whole entry, looked up): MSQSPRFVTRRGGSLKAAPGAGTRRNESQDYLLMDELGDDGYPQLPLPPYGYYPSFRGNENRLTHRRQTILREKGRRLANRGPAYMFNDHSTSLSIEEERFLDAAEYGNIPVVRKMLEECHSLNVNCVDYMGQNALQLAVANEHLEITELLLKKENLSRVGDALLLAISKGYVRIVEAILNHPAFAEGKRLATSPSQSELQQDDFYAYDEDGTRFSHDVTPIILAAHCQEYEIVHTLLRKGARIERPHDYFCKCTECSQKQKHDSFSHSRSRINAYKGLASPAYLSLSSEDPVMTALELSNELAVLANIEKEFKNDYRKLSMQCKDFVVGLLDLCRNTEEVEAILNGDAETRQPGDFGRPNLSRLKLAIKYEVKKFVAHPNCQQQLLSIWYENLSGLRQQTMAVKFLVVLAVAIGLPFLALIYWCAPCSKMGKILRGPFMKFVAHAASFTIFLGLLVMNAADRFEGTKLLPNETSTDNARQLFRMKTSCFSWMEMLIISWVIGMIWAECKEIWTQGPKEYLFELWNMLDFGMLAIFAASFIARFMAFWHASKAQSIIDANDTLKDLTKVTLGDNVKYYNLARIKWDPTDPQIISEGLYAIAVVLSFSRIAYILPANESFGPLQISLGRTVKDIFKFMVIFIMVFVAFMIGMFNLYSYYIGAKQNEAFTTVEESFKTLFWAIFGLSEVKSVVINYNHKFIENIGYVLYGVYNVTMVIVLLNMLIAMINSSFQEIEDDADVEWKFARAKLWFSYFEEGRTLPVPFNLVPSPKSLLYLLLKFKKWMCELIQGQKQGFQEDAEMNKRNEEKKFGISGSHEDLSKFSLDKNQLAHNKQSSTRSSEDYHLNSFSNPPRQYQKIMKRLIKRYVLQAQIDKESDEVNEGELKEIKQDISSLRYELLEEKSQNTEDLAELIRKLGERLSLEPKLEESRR
TRPC6 inhibitor: mouse TRPC6 channel inhibition; 310,000 compounds, 1.1% hits; AID 2553; HEK293-TRPC6, membrane potential dye, ACh-evoked depolarization; stronger effect = lower value; B-score at 10 µM; Q61143;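 active means B-score under library mean minus 3 SD, initial fluorescence not abnormally high, positive integrated signal ratio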;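 further: B-score derived from integrated fluorescence ratio over the kinetic read; more negative B-score means stronger inhibition of depolarization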
MrgX1 ag: human MrgX1 receptor agonism, primary screen. Q96LB2. B-score at 10 µM. MrgX1-HEK293 cells, Fluo-4 calcium fluorescence, agonist mode; stronger effect = higher value. 310,000 compounds, 0.44% hits;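 active means calcium response B-score plate-corrected fluorescence ratio at least 3 library SD, with starting fluorescence B-score inside 5 SD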
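Assay system: stable human MrgX1 HEK293 cell line. Quantity: 15,000 cells per well. Schedule: cells plated overnight, dye loaded 0.5 h 37 °C, 0.5 h room temperature. Detection: Fluo-4 NW calcium-flux fluorescence, kinetic read. Read-out basis: peak-minus-minimum fluorescence over baseline, converted to B scores. Control set: positive and negative control wells on each plate.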
SKKanGAS inh: inhibitors of SKKanGAS S. pyogenes growth in kanamycin (SK-promoter or general growth effect); BacTiter-Glo, 6 h; inhibition, % at 7.5 µM; 300,000 compounds, 1.3% hits; AID 1662;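 active means mean replicate score, as percent of positive control median, at least 50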;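 further: strain carries kanamycin resistance gene driven by streptokinase promoter and grows in 40 µg/ml kanamycin; loss of luminescence reflects streptokinase promoter inhibition or plain growth inhibition; 0% = median of DMSO wells and 100% = positive control at its reference dose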
RGS4 block: human RGS4 inhibition; P49798; HEK293 M3R/RGS4 inducible, Fluo-4 calcium flux; stronger effect = higher value; triggered by carbachol at its EC20; B-score at 10 µM; 310,000 compounds, 0.45% hits;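 active means B-score, a plate-corrected calcium signal, over three deviations above library mean, with baseline fluorescence within five deviations of library mean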;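 further: RGS4 expression induced by doxycycline in cells with stable M3 receptor; B-score is computed from the integrated fluorescence ratio over baseline after carbachol; higher B-score means a larger calcium signal and so more RGS4 inhibition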
TRPC4 inh: blocks the mouse TRPC4 cation channel. B-score at 10 µM. 300,000 compounds, 0.39% hits. AID 2247. HEK293 TRPC4beta/mu-opioid, DAMGO-evoked Fluo4 calcium flux; stronger effect = lower value. Q9QUQ5;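 active means B-score over 3 SD under the library average, no early fluorescence shift, positive overall ratio signal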
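Assay system – HEK293 line stably carrying TRPC4beta and mu-opioid receptor · Doses – single dose · Detection – Fluo4 calcium-dye fluorescence, kinetic read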
MrgX1 antagonist: blocks BAM8-22 activation of human MrgX1 receptor. MRGX1-HEK293 calcium flux, Fluo-4, BAM8-22 antagonism; stronger effect = lower value. B-score at 10 µM. 310,000 compounds, 1.3% hits;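 active means calcium-response B-score plate-corrected more than 3 library SD below zero, starting fluorescence within 5 deviations, no agonist response on first addition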;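 further: peak minus trough fluorescence over baseline after final BAM8-22 challenge near maximal dose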
MrgX1 allo act: human MrgX1 positive allosteric modulation, primary screen | Q96LB2 | 310,000 compounds, 0.63% hits | AID 588675 | B-score at 10 µM | MrgX1-HEK293, Fluo-4 calcium flux, FDSS; stronger effect = higher value;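 active means plate-corrected calcium response at least 3 library SD above typical, normal starting fluorescence, not activating the receptor alone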;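 further: compound read alongside a low EC10 to EC30 dose of BAM8-22 agonist; peak minus trough fluorescence over baseline measured at the second addition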
Platelet DG rel: modulates dense granule release in human platelets | human platelet-rich plasma, SFLLRN dense granule ATP release, luminescence | inhibition, %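 (compounds screened at 7.5 µM in platelet-rich plasma)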 | 300,000 compounds, 0.22% hits;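 active means mean replicate score, as percent of positive control, at or above 50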
An asterisk follows results filed as active; i = inactive; x = no result given.

Order of results: MrgX1 antagonist, TRPC4 inh, TRPC6 act, TRPC6 inhibitor, SKKanGAS inh, RGS4 block, MrgX1 allo act, HIF activator, MrgX1 ag, Platelet DG rel, RGS4 act
CCOC(=O)C1=C(c2ccccc2)N=c2s/c(=C\c3ccco3)c(=O)n2C1c1cccs1 (configuration not stated)
 : i, i, i, i, 14, i, i, 0.2, i, 1, i
CCn1c(COc2ccc(Cl)cc2)nnc1SC1CCc2ccccc2C1=O (configuration not stated)
 : i, i, i, i, 3, i, i, 0.8, i, -2, i
COC(=O)CN1C(=O)N/C(=C/c2cc3c(cc2OC)OCO3)C1=O
 : i, i, i, i, 2, i, i, -0.4, i, -5, i
O=C(COC(=O)c1cnccn1)NCCc1ccc(Cl)cc1Cl
 : -5.9*, i, i, i, 0, i, i, -1.7, i, -6, i
CCOC(=O)N1CCN(C(=O)CSc2nnc(-c3cccs3)o2)CC1
 : i, i, i, i, -12, i, i, -0.1, i, 2, i
COc1ccc(-c2c(C#N)c(N)nc3c2c(=O)n(C)c(=O)n3C)cc1
 : i, i, i, i, 9, i, i, 0.1, i, -12, i
O=C(Cn1c(=O)sc2ccccc21)NCc1ccccn1
 : i, i, i, i, -1, i, i, 2.0, i, 3, i
COC(=O)NNC(=S)NCc1ccc(C)cc1
 : i, i, i, i, -11, i, i, 0.1, i, 16, i
O=C(C(=O)N1CCCc2ccccc21)c1c[nH]c2ccccc12
 : i, i, i, i, -3, i, i, x, i, 1, i
Cc1cccc(OCC(=O)NCc2ccc(F)cc2)c1
 : i, i, i, i, 0, i, i, 0.0, i, 7, i
Cc1ccc(OCCCN2CCOCC2)c([N+](=O)[O-])c1
 : i, i, i, i, -2, i, i, 1.4, i, 2, i
Cc1ccc(C2OC34CCCCCC3C(C#N)(C(=N)O4)C2(C#N)C#N)cc1 (configuration not stated)
 : i, i, i, i, 3, i, i, -0.2, i, -4, i
Cc1ccc(C)c(C(=O)COC(=O)CCCC(=O)Nc2cc(C(F)(F)F)ccc2Cl)c1
 : -7*, i, i, i, 21, i, i, -0.1, i, 0, i
COc1ccc(-c2nnc(SC(C)C(=O)Nc3nccs3)n2-c2ccccc2)cc1OC (configuration not stated)
 : i, i, i, i, 2, i, i, -0.8, i, -6, i
Cc1cccc(Nc2nc(NCCCN3CCOCC3)nc(N)c2[N+](=O)[O-])c1
 : i, -6*, i, i, -1, i, i, -0.3, i, -28, i
COc1cccc(OC)c1C(=O)Nn1c(-c2cccc(C)c2)nc2ccccc2c1=O
 : i, i, i, i, -16, i, i, -0.4, i, -10, i
O=C(NCCCN1CCOCC1)c1ccc2c(c1)N(Cc1cccc(Cl)c1)C(=O)c1ccccc1S2=O (configuration not stated)
 : i, i, i, i, -4, i, i, -0.2, i, -14, i
Cc1cc(Cl)nc(-c2ccccc2O)n1
 : i, i, i, i, 0, i, i, -0.1, i, -3, i
Cc1cccc(OCCCSc2nc3ccccc3[nH]2)c1
 : i, i, i, i, -19, i, i, 0.2, i, -4, i
O=C(Nc1nc(-c2ccccc2)cs1)c1ccc(N2CCOCC2)c([N+](=O)[O-])c1
 : -7.4*, i, i, i, 19, i, i, 0.1, i, 10, i
Cc1nn(C)c(Oc2ccc(Cl)cc2)c1C(=O)O
 : i, i, i, i, 4, i, i, -0.7, i, -4, i
CCOC(=O)Cc1csc(SCC(=O)N2CCN(c3ccc(OC)cc3)CC2)n1
 : i, i, i, i, -3, i, i, 0.4, i, -1, i
CCOC(=O)c1cnc2c(c(C)nn2C)c1Oc1ccccc1F
 : i, i, i, i, -2, i, i, -0.2, i, 1, i
COc1ccc(C)cc1NC(=O)CSc1nnc(-c2ccc(OC)c(OC)c2)n1N
 : i, i, i, i, 2, i, i, 0.1, i, 0, i
Cc1noc(C)c1CN1C(=O)c2ccccc2C1=O
 : i, i, i, i, -15, i, i, -0.6, i, -4, i
O=C(NCc1ccc(F)cc1)c1ccc(Br)o1
 : i, i, i, i, -4, i, i, -0.1, i, -10, i
CC(=O)NC1C(=O)N(CCN2CCOCC2)c2ccc(Cl)cc21 (configuration not stated)
 : -8.7*, i, i, i, -5, i, i, -37, i, -9, i
CCC(=Nc1ccccc1OC)C1=C(O)CC(c2ccccc2)CC1=O (configuration not stated)
 : i, i, i, i, -5, i, i, 0.5, i, 0, i
CCN(C(=O)CCCC(=O)N(CC)c1ccccc1)c1ccccc1
 : i, i, i, i, -15, i, i, -0.7, i, -15, i
O=C(NCc1ccco1)C1CCCN(S(=O)(=O)c2ccc(Cl)cc2)C1 (configuration not stated)
 : i, i, i, i, 7, i, i, -0.4, i, -6, i
CC(C)(C)C(=O)NC(=S)Nc1ccccc1C(N)=O
 : i, i, i, i, 1, i, i, 0.6, i, -4, i
C/C=C/COC(=O)c1[nH]c2c(c1C)C(=O)CC(c1ccco1)C2 (configuration not stated)
 : i, i, i, i, 9, i, i, 2.6, i, 0, i
O=C(Oc1ccccc1)c1cccnc1Oc1ccccc1
 : i, i, i, i, 0, 5*, i, -0.8, i, 5, i
C/C(=N/NC(=O)CC1N=C(Cc2ccccc2)NNC1=O)c1cccnc1 (configuration not stated)
 : i, i, i, i, -3, i, i, -0.5, i, 7, i
O=C(c1c(F)cccc1F)N1CCN(c2cccc(C(F)(F)F)c2)CC1
 : i, i, i, i, 2, i, i, -0.3, i, -2, i
O=C(CN1CCN(Cc2ccccc2F)CC1)Nc1ccccc1Cl
 : i, i, i, i, 2, i, i, -26, i, -7, i
NS(=O)(=O)c1ccc(CCNC(=O)C2CCCN2C(=O)OCc2ccccc2)cc1 (configuration not stated)
 : i, i, i, i, -3, i, i, 0.4, i, -1, i
O=C(c1ccccc1)N1CCN(C(=O)c2nn3c(C(F)(F)F)cc(-c4ccco4)nc3c2Cl)CC1
 : i, i, i, i, 2, i, i, 0.2, i, x, i
CCCc1c(C)nc(N2CCN(c3ccccc3F)CC2)[nH]c1=O
 : i, i, i, i, -2, i, i, -0.6, i, -3, i
O=C(Nc1cccc(Cl)c1)N(CCN1CCOCC1)Cc1cccc(Cl)c1
 : i, i, i, i, -7, i, i, -0.1, i, 11, i
O=C(C1CCN(S(=O)(=O)c2cccc3nsnc23)CC1)N1CCCCC1
 : i, i, i, i, 0, i, i, 0.4, i, 1, i
COC(=O)c1ccc(S(=O)(=O)N2CCCN(Cc3ccccc3)CC2)n1C
 : i, i, i, i, 9, i, i, -0.6, i, 4, i
Nc1nc(-c2ccc(Cl)cc2Cl)cn1N
 : i, i, i, i, 4, i, i, 0.2, i, 7, i
Cc1nn(-c2ccccc2)c(-c2ccccc2)c1C(=O)O
 : i, i, i, i, 3, i, i, 0.3, i, -5, i
CC(C)OCCCNC(=O)Cn1ccc2cc(S(=O)(=O)N3CCCCC3)ccc21
 : i, i, i, i, -3, i, i, 0.0, i, 2, i
CCOC(=O)c1c(NC(=O)CSc2nc3ccc(C)cc3[nH]2)sc2c1CC(C)(C)NC2(C)C
 : i, i, i, i, -10, i, i, -0.1, i, -15, i
CCOC(=O)C(NC(C)=O)C(=O)Nc1c(C)cccc1C (configuration not stated)
 : i, i, i, i, 1, i, i, -0.2, i, 4, i
COc1ccc2[nH]c(=O)c(-c3noc(-c4ccc(F)cc4)n3)cc2c1
 : i, i, i, i, -5, i, i, 2.1, i, -3, i
CCOc1ccc(CCNC(=O)c2c(C)nn(-c3ccccc3)c2Cl)cc1OCC
 : i, i, i, i, 15, i, i, -0.4, i, 1, i
COc1cccc(-n2c(=O)c3ccccc3n(CC(=O)NCC3CCCO3)c2=O)c1 (configuration not stated)
 : i, i, i, i, 2, i, i, -0.2, i, -8, i
CCOC(=O)C1CCCN(C(=O)CC(C)c2ccccc2)C1 (configuration not stated)
 : i, i, i, i, 1, i, i, 2.8, i, -2, i
CC(=O)c1ccc(OCC(O)CN2CCCC(C)C2)cc1 (configuration not stated)
 : i, i, i, i, 1, i, i, -0.1, i, -3, i
COc1ccc(C(=O)CSc2nnc(CNC(=O)c3ccccc3F)n2C)cc1OC
 : i, i, i, i, -2, i, i, 0.0, i, -2, i
O=C(NNC(=S)NC1CCCCC1)c1ccccc1O
 : i, i, i, i, -1, i, i, 0.1, i, 13, i
CCOC(=O)C1=C(O)c2ccccc2C(=O)/C1=C\c1ccc(CC)cc1
 : -6*, i, 15*, i, 81*, i, i, -0.1, i, 7, i
CCN(CC)CCN1C(=O)c2ccccc2NC1c1ccc(F)cc1 (configuration not stated)
 : i, i, i, i, 3, i, i, -0.1, i, 1, i
CN=C(Nc1cc(C)nn1-c1ccccc1)c1ccc(F)cc1
 : i, i, i, i, 4, i, i, 0.0, i, 2, i
CC1=C(C(N)=O)C(c2sccc2C)n2nnnc2N1 (configuration not stated)
 : i, i, i, i, -3, i, i, -21, i, 1, i
COc1ccccc1/C=C/C=N/NC(=O)c1ccccn1
 : i, i, i, i, 3, i, i, 1.9, i, 2, i
COc1cc(OC)c(/C=N/n2c(C3CCCCC3)n[nH]c2=S)c(OC)c1
 : i, i, i, i, 0, i, i, -0.7, i, x, i
O=C(COC(=O)Cn1[nH]c(=O)c2ccccc2c1=O)Nc1c(Cl)cccc1C(F)(F)F
 : i, i, i, i, 2, i, i, 0.1, i, -2, i
CC(OC(=O)C1CCCC1)C(=O)Nc1ccc(S(N)(=O)=O)cc1 (configuration not stated)
 : i, i, i, i, 27, i, i, -0.6, i, 4, i

Hits appear at their usual frequency. Share with any hit: about 6.1%.
